TNAP activators – human TNAP enzyme activators, primary screen, biochemical, luminescent, no phosphate acceptor, uHTS (AID 1001) | purified TNAP, luminescent activation assay, no phosphate acceptor; higher activation fold means a stronger effect | activation fold at 20 µM, or EC50 in µM where a hit was titrated | 0.03% of 200,000 active; in the data active = activation fold from about 3, or a potency from the dose series; inactive = the rest, 99 in 100 with activation fold below about 1.6; note: many of its hits are not listed in these tables
RSV CPE inhibition – inhibition of RSV-induced cytopathic effect – HEp-2 cells, primary 10 µM value included (AID 2391); HEp-2 cells, RSV-induced CPE inhibition; higher % means a stronger effect; CPE inhibition, % at 10 µM; hits with a dose series show IC50 in µM; 0.13% of 310,000 active; in the data active = a potency from the dose series; note: strong numbers were not always called active
NTR1 agonist – NTR1-driven beta-arrestin-GFP spot formation – imaging, U2OS cells, high content, primary screen (AID 493036). agonist mode. activation, % at 20 µM. 0.17% of 330,000 active. P30989;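 active = activation at or above 40% of the spot to cytoplasm intensity ratio, with at least 20 cells analyzed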;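 note: 0% = DMSO without peptide and 100% = 100 nM NTR1 peptide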
Target sequence (P30989 whole entry, looked up): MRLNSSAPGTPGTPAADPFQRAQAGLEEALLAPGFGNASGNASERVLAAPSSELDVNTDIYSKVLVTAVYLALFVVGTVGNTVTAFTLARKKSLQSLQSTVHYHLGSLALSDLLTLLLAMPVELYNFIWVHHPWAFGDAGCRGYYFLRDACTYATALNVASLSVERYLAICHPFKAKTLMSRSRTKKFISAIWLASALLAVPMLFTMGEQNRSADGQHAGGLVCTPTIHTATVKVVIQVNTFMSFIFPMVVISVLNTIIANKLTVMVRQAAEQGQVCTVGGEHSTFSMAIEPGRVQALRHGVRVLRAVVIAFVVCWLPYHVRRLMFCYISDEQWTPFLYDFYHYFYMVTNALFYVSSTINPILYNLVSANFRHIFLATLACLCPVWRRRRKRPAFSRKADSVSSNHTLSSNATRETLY
Salmonella PhoP GFP – PhoP-dependent GFP reporter repression – Salmonella Typhimurium, primary screen (AID 1863); S. Typhimurium PhoP-regulated promoter GFP reporter, 4 h; higher % means a stronger effect; inhibition, % at 50 µM; hits with a dose series show IC50 in µM; 0.16% of 300,000 active;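 active = inhibition over 29.93%, a cutoff 3 SD above the screen mean, later confirmed by dose response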;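 note: 0% = low Mg2+ inducing control and 100% = high Mg2+ repressing control; strong numbers were not always called active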
Myeloid diff 2 – myeloid differentiation induction; ER-HoxA9 myeloid progenitors, lysozyme-GFP differentiation, flow cytometry; calls only at 10 µM; 1% of 360,000 active; AID 624256;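 active = normalized GFP-positive differentiation at or above the plate's own cutoff, the solvent-only control mean plus 3 SD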;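 note: cells exposed to compound for four days before flow analysis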
SV40 large T antigen – SV40 large T antigen inhibitors, biochemical (AID 1903); SV40 large T antigen ATPase/helicase inhibition assay; higher % means a stronger effect; inhibition, % at 20 µM; hits with a dose series show IC50 in µM; 0.39% of 310,000 active; in the data active = a potency from the dose series; note: strong numbers were not always called active
T cell HTS – T cell immune modulation candidate | 2C CD8+ T cell-vesicle binding, flow cytometry; hits give low values | calls only at 7 µM | 0.068% of 330,000 active | AID 2052;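 active = response, share of CD8 T cells binding vesicles, and their 90th percentile fluorescence all below set limits, cut at about 80% in these data, passing the limit was not always enough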
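Material: 2C TCR transgenic mouse naive CD8+ T cells, MACS-purified. Also added: QL9-charged Drosophila Ld/ICAM-1/B7-1 vesicles. Timing: binding 1.5 h at 37 °C. Measured by: high-throughput flow cytometry with anti-B7-1 and anti-CD8 staining. Read-out: percent CD8+ FL2 mean versus row control. Controls: Unloaded micro-vesicles (low), QL9 vesicles with 0.7% DMSO (high).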
Rac1 GTP hydrolysis – MgcRacGAP GTPase-activating activity inhibitors, confirmation, biochemical, ADP Hunter fluorescence; 0.6% of 340,000 active; inhibition, % at 30 µM; hits with a dose series show IC50 in µM; MgcRacGAP-stimulated Rac1 GTP hydrolysis, ADP Hunter fluorescence; higher % means a stronger effect; GST-tagged Rac1 F28L mutant substrate;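 active = first-screen hits whose inhibition reached a set limit at any dose in the follow-up dose series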;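 note: fluorescence reports GDP produced by GAP-driven GTP hydrolysis; strong numbers were not always called active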
UTI89 phage lysis – inhibition of K1F phage lysis, E. coli UTI89, bacterial capsule biogenesis inhibitors, alamar blue (AID 488966). E. coli UTI89 K1F phage lysis, alamar blue, 2 h; higher % means a stronger effect. inhibition, % at 100 µM; hits with a dose series show IC50 in µM. 0.02% of 340,000 active;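 active = phage lysis inhibition, versus mean bacterial control, above a set limit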;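 note: capsule biogenesis inhibitors block K1F phage lysis so surviving cells raise fluorescence; higher fluorescence means more inhibition of phage lysis; actives were called in the ten point dose series up to 300 µM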
T cell HTS vesicle-bound % – also measured in T cell HTS; calls as there; double positive events, %; measured here: CD8+ vesicle-bound cell fraction;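 binding gate set so that unloaded-vesicle control wells show 10% double positive cells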
NTR1 agonist cell count 20 µM – recorded beside NTR1 agonist, whose call it bears; cell count; measured here: cell count, cytotoxicity flag
Myeloid diff 2 GFP+ MAC1+ % – further read-out of Myeloid diff 2, marked with its call; GFP+ MAC1+ double positive, %; measured here: differentiation confirmed by MAC1 staining
Active calls of the source: *; [ ] = remark or other dose. Compounds as they come (roughly 2.3% active in at least one column).

For CCSc1nc(O)c(C2OC(=O)c3c2ccc(OC)c3OC)c(=O)n1CC (centres undefined) the results were TNAP activators 1.1, RSV CPE inhibition -0.9%, NTR1 agonist 1.5, Salmonella PhoP GFP 2%, Myeloid diff 2 inactive, SV40 large T antigen 33%, T cell HTS inactive, Rac1 GTP hydrolysis 7%, UTI89 phage lysis 3.1%, T cell HTS vesicle-bound % 6, NTR1 agonist cell count 20 µM 57 and Myeloid diff 2 GFP+ MAC1+ % 6.0.
`O=S(=O)(Nc1ccc2cn[nH]c2c1)c1ccc(C(F)(F)F)cc1` gave RSV CPE inhibition 2.7%, NTR1 agonist 1.7, Myeloid diff 2 inactive, T cell HTS inactive, Rac1 GTP hydrolysis 15%, UTI89 phage lysis 0.1%[50 µM], T cell HTS vesicle-bound % 2, NTR1 agonist cell count 20 µM 69 and Myeloid diff 2 GFP+ MAC1+ % 1.0.
For CC(=O)Nc1nnc(SCc2ccccc2F)s1 the results were TNAP activators 1.1, RSV CPE inhibition 1.4%, NTR1 agonist 3.4, Salmonella PhoP GFP -5%, Myeloid diff 2 inactive, SV40 large T antigen -2%, T cell HTS inactive, Rac1 GTP hydrolysis 5%, UTI89 phage lysis 0.4%, T cell HTS vesicle-bound % 16, NTR1 agonist cell count 20 µM 82 and Myeloid diff 2 GFP+ MAC1+ % 1.2.
`COc1ccc(N2C(=O)CC3(CCCC3)CC2=O)cc1` gave TNAP activators 1.2, RSV CPE inhibition 0.7%, NTR1 agonist 2.3, Salmonella PhoP GFP -3%, Myeloid diff 2 inactive, SV40 large T antigen 24%, T cell HTS inactive, Rac1 GTP hydrolysis -3%, UTI89 phage lysis -0.3%[50 µM], T cell HTS vesicle-bound % 13, NTR1 agonist cell count 20 µM 65 and Myeloid diff 2 GFP+ MAC1+ % 0.7.
COc1ccc(CN2CCn3nc(C(=O)NC(C)C)cc3C2=O)cc1 was read as TNAP activators 1, RSV CPE inhibition 1.8%, NTR1 agonist -0.3, Salmonella PhoP GFP 0%, Myeloid diff 2 inactive, SV40 large T antigen 0%, T cell HTS inactive, Rac1 GTP hydrolysis 3%, UTI89 phage lysis 1.2%, T cell HTS vesicle-bound % 37, NTR1 agonist cell count 20 µM 40 and Myeloid diff 2 GFP+ MAC1+ % 0.2.
CC(C)(O)C(=O)NN(Cc1ccccc1)c1ccccc1 was read as TNAP activators 1, RSV CPE inhibition 0.4%, NTR1 agonist -0.7, Salmonella PhoP GFP 11%, Myeloid diff 2 inactive, SV40 large T antigen -3%, T cell HTS inactive, Rac1 GTP hydrolysis 4%, UTI89 phage lysis 4.3%, T cell HTS vesicle-bound % 56, NTR1 agonist cell count 20 µM 100 and Myeloid diff 2 GFP+ MAC1+ % 0.3.
For O=C(NN1CCOCC1)c1ccc(Cl)s1 the results were TNAP activators 1.1, RSV CPE inhibition 2.5%, NTR1 agonist -1.3, Salmonella PhoP GFP 17%, Myeloid diff 2 inactive, SV40 large T antigen 5%, T cell HTS inactive, Rac1 GTP hydrolysis 3%, UTI89 phage lysis 1.1%, T cell HTS vesicle-bound % 63, NTR1 agonist cell count 20 µM 42 and Myeloid diff 2 GFP+ MAC1+ % 0.3.
Screening COc1cc(C(C(=O)NC2CCCCC2)N(C(=O)c2snc(C(N)=O)c2N)c2ccc(C)cc2)ccc1O (centres undefined) returned RSV CPE inhibition 47µM*, NTR1 agonist -0.2, Salmonella PhoP GFP -3%, Myeloid diff 2 inactive, SV40 large T antigen 8%, T cell HTS inactive, Rac1 GTP hydrolysis 3%, UTI89 phage lysis 0.1%, T cell HTS vesicle-bound % 10, NTR1 agonist cell count 20 µM 63 and Myeloid diff 2 GFP+ MAC1+ % 1.2.
`O=C(OCC(=O)N1CCC(c2ccccc2)=N1)c1ccc([N+](=O)[O-])s1` gave RSV CPE inhibition 2.0%, NTR1 agonist 6.7, Salmonella PhoP GFP 2%, Myeloid diff 2 inactive, SV40 large T antigen 4%, T cell HTS inactive, Rac1 GTP hydrolysis 4%, UTI89 phage lysis -2.2%[50 µM], T cell HTS vesicle-bound % 46, NTR1 agonist cell count 20 µM 57 and Myeloid diff 2 GFP+ MAC1+ % 1.1.
Cc1nc2cc(CO)ccc2n1C was read as TNAP activators 1.1, RSV CPE inhibition 0.3%, NTR1 agonist -2.8, Salmonella PhoP GFP 2%, Myeloid diff 2 inactive, SV40 large T antigen 4%, T cell HTS inactive, Rac1 GTP hydrolysis 7%, UTI89 phage lysis 4.3%, T cell HTS vesicle-bound % 18, NTR1 agonist cell count 20 µM 70 and Myeloid diff 2 GFP+ MAC1+ % 0.4.

As a short view, some entries already given.
For CCSc1nc(O)c(C2OC(=O)c3c2ccc(OC)c3OC)c(=O)n1CC (centres undefined) the results were TNAP activators 1.1, RSV CPE inhibition -0.9%, NTR1 agonist 1.5, Salmonella PhoP GFP 2%, Myeloid diff 2 inactive, SV40 large T antigen 33%, T cell HTS inactive, Rac1 GTP hydrolysis 7%, UTI89 phage lysis 3.1%, T cell HTS vesicle-bound % 6, NTR1 agonist cell count 20 µM 57 and Myeloid diff 2 GFP+ MAC1+ % 6.0.
`O=S(=O)(Nc1ccc2cn[nH]c2c1)c1ccc(C(F)(F)F)cc1` gave RSV CPE inhibition 2.7%, NTR1 agonist 1.7, Myeloid diff 2 inactive, T cell HTS inactive, Rac1 GTP hydrolysis 15%, UTI89 phage lysis 0.1%[50 µM], T cell HTS vesicle-bound % 2, NTR1 agonist cell count 20 µM 69 and Myeloid diff 2 GFP+ MAC1+ % 1.0.

(cont.)
For COc1ccc(C(c2nnnn2Cc2ccccc2)N2CCN(c3ccccc3)CC2)cc1 (centres undefined) the results were TNAP activators 1.1, RSV CPE inhibition 5.3%, NTR1 agonist 2.6, Salmonella PhoP GFP -6%, Myeloid diff 2 inactive, SV40 large T antigen 10%, T cell HTS inactive, Rac1 GTP hydrolysis 10%, UTI89 phage lysis 0.4%, T cell HTS vesicle-bound % 56, NTR1 agonist cell count 20 µM 61 and Myeloid diff 2 GFP+ MAC1+ % 0.4.
`CC(C)N1C(=O)c2ccccc2C1C(=O)NC1CCCCCC1` (centres undefined) gave TNAP activators 1, RSV CPE inhibition -0.2%, NTR1 agonist 0.5, Salmonella PhoP GFP 29%, Myeloid diff 2 inactive, SV40 large T antigen 4%, T cell HTS inactive, Rac1 GTP hydrolysis 3%, UTI89 phage lysis 0.0%, T cell HTS vesicle-bound % 14, NTR1 agonist cell count 20 µM 71 and Myeloid diff 2 GFP+ MAC1+ % 12.
`Cc1ccc2nc(COC(=O)CNC(=O)c3ccccc3)cn2c1` gave NTR1 agonist -0.3, Myeloid diff 2 inactive, Rac1 GTP hydrolysis 17%, UTI89 phage lysis 2.1%[50 µM], NTR1 agonist cell count 20 µM 67 and Myeloid diff 2 GFP+ MAC1+ % 1.7.
Screening COc1ccc(C(=O)CSc2nnc(CNC(=O)c3ccco3)n2C)cc1 returned TNAP activators 1.1, RSV CPE inhibition 2.4%, NTR1 agonist -1.6, Salmonella PhoP GFP 2%, Myeloid diff 2 inactive, SV40 large T antigen 10%, T cell HTS inactive, Rac1 GTP hydrolysis 5%, UTI89 phage lysis 0.6%, T cell HTS vesicle-bound % 13, NTR1 agonist cell count 20 µM 56 and Myeloid diff 2 GFP+ MAC1+ % 0.3.
`NC(=O)c1ccc(Nc2ccc3nonc3c2[N+](=O)[O-])cc1` gave RSV CPE inhibition 0.4%, NTR1 agonist -0.6, Salmonella PhoP GFP -2%, Myeloid diff 2 inactive, SV40 large T antigen 9%, T cell HTS inactive, Rac1 GTP hydrolysis 9%, UTI89 phage lysis -0.4%, T cell HTS vesicle-bound % 60, NTR1 agonist cell count 20 µM 73 and Myeloid diff 2 GFP+ MAC1+ % 0.1.
`C[C@H]1CN(CCc2ccccc2)C(=O)[C@@H]1CC(=O)NCc1ccccc1` gave RSV CPE inhibition -0.4%, NTR1 agonist -1.9, Myeloid diff 2 inactive, SV40 large T antigen 17%, T cell HTS inactive, Rac1 GTP hydrolysis 10%, UTI89 phage lysis 0.7%, T cell HTS vesicle-bound % 10, NTR1 agonist cell count 20 µM 105 and Myeloid diff 2 GFP+ MAC1+ % 0.6.
For COc1ccc(C(=O)NCCCN2CCOCC2)cc1 the results were RSV CPE inhibition 2.7%, NTR1 agonist 1.5, Salmonella PhoP GFP 3%, Myeloid diff 2 inactive, SV40 large T antigen 0%, T cell HTS inactive, Rac1 GTP hydrolysis 7%, UTI89 phage lysis 0.1%, T cell HTS vesicle-bound % 65, NTR1 agonist cell count 20 µM 61 and Myeloid diff 2 GFP+ MAC1+ % 0.1.
NC(=O)CCn1c2ccccc2c2ccccc21 was read as TNAP activators 1, RSV CPE inhibition 2.4%, NTR1 agonist -0.3, Salmonella PhoP GFP -3%, Myeloid diff 2 inactive, SV40 large T antigen -4%, T cell HTS inactive, Rac1 GTP hydrolysis 12%, UTI89 phage lysis -0.3%, T cell HTS vesicle-bound % 63, NTR1 agonist cell count 20 µM 79 and Myeloid diff 2 GFP+ MAC1+ % 0.7.
For Cn1c(CC(=O)Nc2ccccc2Cl)nnc1SCC(=O)NC1CCCCC1 the results were RSV CPE inhibition 3.4%, NTR1 agonist 0.5, Salmonella PhoP GFP -5%, Myeloid diff 2 inactive, SV40 large T antigen 0%, T cell HTS inactive, Rac1 GTP hydrolysis 4%, UTI89 phage lysis -0.1%, T cell HTS vesicle-bound % 31, NTR1 agonist cell count 20 µM 48 and Myeloid diff 2 GFP+ MAC1+ % 0.8.
For O=C(NCCCNC(=O)c1ccccc1Br)c1ccccc1Br the results were RSV CPE inhibition 4.6%, NTR1 agonist -1.2, Salmonella PhoP GFP -6%, Myeloid diff 2 inactive, SV40 large T antigen -1%, T cell HTS inactive, Rac1 GTP hydrolysis -4%, UTI89 phage lysis -0.2%, T cell HTS vesicle-bound % 30, NTR1 agonist cell count 20 µM 64 and Myeloid diff 2 GFP+ MAC1+ % 0.7.
`Cc1ccc(Cl)c2sc(NC(=O)C3=COCCO3)nc12` gave RSV CPE inhibition 7.9%, NTR1 agonist 2.5, Salmonella PhoP GFP -8%, Myeloid diff 2 inactive, SV40 large T antigen 11%, T cell HTS inactive, Rac1 GTP hydrolysis 3%, UTI89 phage lysis 1.6%[50 µM], T cell HTS vesicle-bound % 18, NTR1 agonist cell count 20 µM 70 and Myeloid diff 2 GFP+ MAC1+ % 1.0.
COc1ccc(NC(=O)c2ccc(NCCCN3CCOCC3)c([N+](=O)[O-])c2)cc1 was read as TNAP activators 0.9, RSV CPE inhibition 1.3%, NTR1 agonist 0.0, Salmonella PhoP GFP -6%, Myeloid diff 2 inactive, SV40 large T antigen -2%, T cell HTS inactive, Rac1 GTP hydrolysis 10%, UTI89 phage lysis 2.3%[50 µM], T cell HTS vesicle-bound % 48, NTR1 agonist cell count 20 µM 67 and Myeloid diff 2 GFP+ MAC1+ % 0.4.

High-throughput results as filed in PubChem BioAssay.
